# SENP6 block: SENP6 protease inhibitors, primary screen, biochemical, luminescence, uHTS | inhibition, % at 10 µM | 1.8% of 330,000 active | Sentrin-specific protease 6 (Homo sapiens), Q9GZR1 | Recombinant SENP6 catalytic domain, aminoluciferin luminescence | AID 2599, 2010;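 active means inhibition above about 50% at the single tested dose, limit read from the data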;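 further: plate controls were DMSO wells with enzyme for no effect and DMSO wells lacking enzyme for full effect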
# Target sequence (Q9GZR1 628-1112 limits assumed): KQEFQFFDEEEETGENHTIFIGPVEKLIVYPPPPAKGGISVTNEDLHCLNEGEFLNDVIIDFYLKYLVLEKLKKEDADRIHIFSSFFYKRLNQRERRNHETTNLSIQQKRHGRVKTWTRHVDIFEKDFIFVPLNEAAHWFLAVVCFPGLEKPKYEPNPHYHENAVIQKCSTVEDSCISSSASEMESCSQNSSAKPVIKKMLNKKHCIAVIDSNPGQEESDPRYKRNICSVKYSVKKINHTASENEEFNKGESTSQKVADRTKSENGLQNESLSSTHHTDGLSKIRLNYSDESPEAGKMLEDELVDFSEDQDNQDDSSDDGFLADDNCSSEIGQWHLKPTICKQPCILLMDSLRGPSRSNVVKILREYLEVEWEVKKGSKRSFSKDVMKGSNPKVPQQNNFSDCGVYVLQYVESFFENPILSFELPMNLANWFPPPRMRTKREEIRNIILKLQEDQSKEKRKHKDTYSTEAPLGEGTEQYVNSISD
# SENP8 block-1: human SENP8 protease inhibitors, primary screen, biochemical, fluorescence, Nedd8 protein substrate, uHTS; Sentrin-specific protease 8 (Homo sapiens), Q96LD8; recombinant SENP8; inhibition, % at 20 µM; 0.64% of 360,000 active; AID 602440, 2012; in the data active means inhibition mostly above about 40%, no sharp cut-off; inactive means mostly below about 27%
# SENP8 block-2: SENP8 protease inhibitors, primary screen, biochemical, luminescence; AID 2540, 2010; 1.2% of 330,000 active; inhibition, % at 10 µM; purified SENP8, Z-RLRGG-aminoluciferin cleavage; Sentrin-specific protease 8 (Homo sapiens), Q96LD8; in the data active means inhibition above about 50%
# UBC13 polyUb: UBC13 polyubiquitin chain formation inhibitors, primary screen, biochemical, TR-FRET, uHTS. inhibition, % at 20 µM. Ubiquitin-conjugating enzyme E2 N (Homo sapiens), P61088. 0.47% of 330,000 active; in the data active means inhibition above about 45%, passing the limit was not always enough
# Target sequence (P61088 whole entry, looked up): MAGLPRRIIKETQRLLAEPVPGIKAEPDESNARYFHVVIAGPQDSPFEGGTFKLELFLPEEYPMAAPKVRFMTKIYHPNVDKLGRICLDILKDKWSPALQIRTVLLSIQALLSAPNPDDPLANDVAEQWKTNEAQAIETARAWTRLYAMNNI
# A3G deaminase: APOBEC3G DNA deaminase inhibitors, primary screen, biochemical, fluorescence, single-stranded DNA substrate, uHTS. inhibition, % at 20 µM. recombinant A3G, ssDNA deamination FAM/TAMRA fluorescence. AID 493012, 2011. 0.28% of 330,000 active;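 active means inhibition of at least 40% at 20 µM, with no more than 30% in the related APOBEC3A deaminase screen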;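 further: plate controls were DMSO wells with A3G for no effect and wells lacking A3G enzyme for full effect; some compounds called inactive have numbers as strong as hits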
# Target sequence (Q9HC16 whole entry, looked up): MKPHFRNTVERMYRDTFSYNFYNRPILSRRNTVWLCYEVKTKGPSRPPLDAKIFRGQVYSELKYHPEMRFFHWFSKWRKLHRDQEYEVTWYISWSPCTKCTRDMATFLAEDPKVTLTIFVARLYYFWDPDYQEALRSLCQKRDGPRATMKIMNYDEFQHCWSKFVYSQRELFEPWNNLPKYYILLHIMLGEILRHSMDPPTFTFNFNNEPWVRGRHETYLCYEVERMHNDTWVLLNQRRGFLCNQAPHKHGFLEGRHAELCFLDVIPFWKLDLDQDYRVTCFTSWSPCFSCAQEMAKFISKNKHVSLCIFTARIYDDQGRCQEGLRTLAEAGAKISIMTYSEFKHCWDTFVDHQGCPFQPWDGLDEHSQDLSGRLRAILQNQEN
# Apaf1 inhib: inhibitors of human Apaf-1 apoptosome, primary screen, biochemical, DEVD-Rh110 fluorescence, uHTS | 0.71% of 330,000 active | inhibition, % at 20 µM | reconstituted apoptosome caspase-3 activity | Apoptotic protease-activating factor 1 (Homo sapiens), O14727; active means inhibition of at least 40% at 20 µM;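 further: plate controls were DMSO wells for no effect and DEVD-CHO caspase inhibitor wells for full effect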
#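 Material: reconstituted apoptosome with Apaf-1, cytochrome c, caspase-9, procaspase-3, dATP; medium: pH 7.5 Hepes buffer with CHAPS, BSA, DTT; also added: cytochrome c and DEVD-Rh110 substrate; timing: 30 min plus 50 min, RT; signal: Rh110 fluorescence intensity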
# SENP1 FRET inh: human SENP1 catalytic domain inhibitors, primary screen, biochemical, FRET, uHTS | Sentrin-specific protease 1 (Homo sapiens), Q9P0U3 | inhibition, % at 10 µM | 0.21% of 360,000 active | recombinant SENP1 catalytic domain, CyPet-SUMO1-YPet FRET cleavage;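 active means inhibition at least 30% at 10 µM, raw YFP signal under a set limit, fluorescence ratio 0.5 to 1.5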;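 further: 0% = enzyme with DMSO and 100% = no enzyme wells; some results filed as inactive read as strong as hits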
#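 Material: hSENP1 catalytic domain, recombinant; medium: Tris pH 8 with BME, BSA, NP40 and catalase; compound: single concentration of 10 µM compound, 0.5% DMSO final; technique: FRET read of cyan and yellow fluorescence; timing: 50 min enzyme reaction, room temperature, light-protected; reagent: SFCypet-SUMO1-SFYpet substrate at 25 nM; control set: no-enzyme low, enzyme-DMSO high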
# SENP7 inh: SENP7 protease inhibitors, primary screen, biochemical, luminescence, uHTS. Sentrin-specific protease 7 (Homo sapiens), Q9BQF6. recombinant SENP7, Z-RLRGG-aminoluciferin luminescence, 40 min. inhibition, % at 5 µM. 1.5% of 330,000 active. AID 434973, 2010;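 active means inhibition above about 50% at the single test dose, limit read from the data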;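 further: plate controls were DMSO with enzyme for no effect and no enzyme buffer wells for full effect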
# Numbers without * were called inactive. This is a random part of the collection; about 3.6% have a hit in one of these screens.
nr	structure	UBC13 polyUb	SENP8 block-2	SENP6 block	Apaf1 inhib	SENP8 block-1	SENP1 FRET inh	A3G deaminase	SENP7 inh
1	O=C(COc1ncnc2ccc(Br)cc12)NCc1ccco1	20	0	8	-27	8	0	-7	11
2	CCOC(=O)CSC1=C(C#N)C(c2ccc(C)o2)CC(=O)N1 (stereo unspecified)	4	-4	-7	4	6	0	-4	1
3	Cc1ccc(NC(=O)CN2CCc3cc4c(cc3C2)OCCCO4)cc1C	1	2	9	13	-22	-1	-2	4
4	CCN(CC(=O)Nc1ccc(S(N)(=O)=O)cc1)S(=O)(=O)c1cc(C)ccc1OC	-5	-7	1	-2	23	2	-3	-9
5	COc1ccccc1C(CCN(Cc1ccccc1)C(C)=O)c1ccco1 (stereo unspecified)	20	0	-4	-4	19	-1	-1	7
6	O=C(N1CCOCC1)N1CCCC(c2nc(-c3cccs3)no2)C1 (stereo unspecified)	15	6	-2	-23	6	1	-6	1
7	COC(=O)c1csc(S(=O)(=O)N2CCCCC2)c1OC	6	-1	0	-19	13	1	-4	1
8	CCOc1ccc(CNC(=O)C2CC(=O)N(C3CCCC3)C2)cc1OC (stereo unspecified)	-1	3	-12	-33	14	0	-8	-1
9	COc1ccc(F)cc1S(=O)(=O)Nc1ccc(C)cc1	0	-2	-22	6	17	-19	-5	-7
10	Cc1cccc(C(=O)OCC(=O)c2ccc(CC(=O)N3CCOCC3)s2)c1C	-32	-7	-2	19	-10	-36	7	-11
11	O=C(OCC(=O)N1CCN(S(=O)(=O)c2ccc(Cl)cc2)CC1)C1CC1	-4	-2	-7	0	8	0	-2	-5
12	CS(=O)(=O)N(CC(=O)NCc1ccco1)c1cc(C(F)(F)F)ccc1Cl	-4	-9	-28	-10	15	1	-2	-5
13	N#Cc1c2n(c3c(-c4ccccc4)ncnc13)CCC2	0	-4	4	3	-14	4	-2	-2
14	CC(=O)c1cccc(N=C2NC(=O)C(CO)(CO)S2)c1	4	3	-10	-1	18	0	2	5
15	CCn1ncc(Cl)c1C(=O)Nc1ccncc1	4	-2	-4	-11	5	1	9	3
16	CNc1ncc(C(=O)C(C)(C)C)s1	0	1	-2	-1	20	-1	-5	7
17	Cc1ccc(NC(=S)Nc2ccc3[nH]c(=O)[nH]c3c2)cc1	4	-5	-12	-11	4	-42	-5	3
18	O=C(CS(=O)(=O)Cc1ccccc1)Nc1ccc(Br)cc1F	-1	4	8	-1	26	1	-4	-3
19	Cc1cc2cc(C#N)c(N3CCN(S(C)(=O)=O)CC3)nc2cc1C	11	0	-19	4	-235	-73	-4	4
20	CSc1nc2c(c(=O)[nH]1)C(c1ccccc1)C1=C(CC(C)(C)CC1=O)N2 (stereo unspecified)	12	5	1	6	-390	-3	-3	3
21	O=c1[nH]cnc2c1c(-c1ccccc1)cn2-c1ccccc1	-4	-10	-8	12	3	0	-2	15
22	O=C(O)CN=C1NC2(CCCCC2)Cc2ccccc21	-3	-3	-18	1	-4	-3	-5	-1
23	Cc1ccccc1OCC(=O)N/N=C/c1c(C)nn(-c2ccccc2)c1Cl	4	-7	-11	16	8	-1	-5	3
24	COc1ccc(Nc2nc(-c3cccc([N+](=O)[O-])c3)nc3ccccc23)cc1	-4	6	-28	3	17	2	-2	1
25	COc1ccc(OC)c(NC(=O)CCNS(=O)(=O)c2ccc3[nH]c(=O)oc3c2)c1	-1	1	5	3	-26	4	-5	8
26	O=C(c1ccncc1)c1ccc(Br)cc1	7	4	-1	-5	2	0	2	8
27	Cc1onc(-c2ccccc2Cl)c1C(=O)OCC(=O)N1CCCCC1	5	-1	-9	2	15	0	-6	1
28	CCOC(=O)CC1COCCN1Cc1cn[nH]c1-c1ccc2c(c1)OCO2 (stereo unspecified)	-3	-4	-8	-10	9	1	1	1
29	CCn1cc(C(=O)O)c(=O)c2cc(F)c(N3CCN(C(=S)NC(=O)c4ccc(OC)cc4)CC3)cc21	2	5	11	11	-334	0	-6	-5
30	CCOC(=O)N1CCC(NC(=O)CCc2c(C)nc3nc(C)nn3c2C)CC1	2	-5	-21	-10	4	1	-3	-4
31	CC(Oc1ccccc1)c1ccnc2nc(N3CCOCC3)nn12 (stereo unspecified)	12	6	2	-12	-445	1	0	8
32	CCCCC(=O)c1ccc(O)cc1O	-7	-14	1	3	15	2	0	10
33	Cc1ccc(NS(=O)(=O)c2c(C)[nH]c(C)c2C(=O)N2CCCC2)cc1	1	10	-6	-13	3	-1	-5	0
34	Nc1nc(C2CC(=O)OC23CCCCC3)cs1 (stereo unspecified)	3	-3	0	-3	24	0	1	1
35	Cc1ccc(S(=O)(=O)NCCc2cn3nc(C)c(C)nc3n2)cc1C	14	-8	8	-12	-297	-57	-1	3
36	CCCCCCCN1C(Nc2ccccc2)=NC[C@@H]1CC(C)C	23	-18	-16	16	9	0	-4	2
37	O=C1NC2(CCCCCC2)C(=O)N1Cc1c(F)cccc1Cl	2	1	12	3	5	-2	-3	-2
38	CCC(=O)c1ccc(N2CCN(C(=O)c3cc([N+](=O)[O-])ccc3F)CC2)c(F)c1	-8	0	9	-6	10	2	-5	6
39	CCCC(C)NC(=O)c1ccc(C2SCC(=O)N2Cc2ccco2)cc1 (stereo unspecified)	-2	-6	-3	20	-1	5	1	6
40	Cc1cccc(C)c1NC(=O)N1CC=C(n2c(=O)[nH]c3ccccc32)CC1	-11	5	8	9	24	3	3	-3
41	COC(=O)C1=C(N)c2ccccc2C1(C#N)c1ccccc1 (stereo unspecified)	0	-5	-8	5	-427	3	0	2
42	Cc1ccc(C2(C)NC(=O)N(CC(=O)Nc3cccnc3Cl)C2=O)cc1 (stereo unspecified)	6	-3	-4	5	9	-11	12	3
43	Cc1ccc(N2CC(C(=O)Nc3cc(C)on3)CC2=O)c(C)c1 (stereo unspecified)	-1	-5	6	6	4	0	0	-8
44	CC(C)(C)C(=O)NNC(=O)c1ccc(Oc2cc(Cl)cc(Cl)c2)o1	5	-2	-8	-3	12	2	-5	-1
45	Cc1nc(CNS(=O)(=O)c2cccs2)cs1	-23	-4	-5	-3	13	1	-5	-6
46	COc1ccc(CCN2C(=NC(=O)CC(C)C)SC3CS(=O)(=O)CC32)cc1 (stereo unspecified)	-6	-16	-1	-7	23	1	-4	-10
47	COc1ccc(OC)c(-c2cc(C(=O)NC3CCCC3)c3ccccc3n2)c1	0	5	-21	12	-134	0	-4	-4
48	Cc1ccc(S(=O)(=O)N2CCN(C(=O)CCc3c[nH]c4ccccc34)CC2)c(C)c1	6	-4	-7	4	8	-1	-1	2
49	CNS(=O)(=O)c1cc(C(=O)O)ccc1OC	-2	-2	2	0	5	3	-8	-10
50	Cc1ccc(S(=O)(=O)N2CCN(C(=O)C3COc4ccccc4O3)CC2)cc1C (stereo unspecified)	10	4	-1	1	14	2	-3	-2
51	COc1ccc(CSc2nc3ccccc3[nH]2)cc1	4	88*	96*	1	27	1	1	94*
52	CCOc1ccc(C2CC(=O)NC3=C2C(=O)CCC3)cc1Cl (stereo unspecified)	-5	-12	9	7	25	1	-2	11
53	CCOC(=O)c1c(-c2ccc(F)cc2)csc1NC(=O)CCN1C(=O)c2ccccc2C1=O	-1	3	5	9	20	-1	-5	4
54	COC(=O)c1ccc(NC(=O)Nc2ccc([N+](=O)[O-])cc2)cc1	-8	-13	0	19	14	1	-4	-8
55	O=C(Nc1nc2ccccc2n1CCN1CCOCC1)c1ccccc1	-1	-10	-16	1	-45	3	-3	11
56	Cc1ccc(NC(=O)Cc2cc(C(=O)O)c3ccccc3n2)c(C)c1	-12	-8	-5	18	0	2	-11	-6
57	O=C(O)C(c1ccccc1)C(c1ccccc1)c1ccccc1 (stereo unspecified)	10	3	-1	-12	3	-3	-6	-3
58	O=[N+]([O-])CC(c1ccccc1)c1c[nH]c2ccccc12 (stereo unspecified)	4	0	4	-4	21	0	-6	3
59	CC(C)C[C@H](NC(=O)OC(C)(C)C)c1nnc(SCc2ccccc2)o1	-6	-1	-3	20	22	-1	0	6
60	Cc1ccc(C(=O)Nc2ccccc2C(=O)N2CCCC(C)C2)cc1 (stereo unspecified)	-8	-3	-2	-2	6	2	-1	18

# Other structures follow:
nr	structure	UBC13 polyUb	SENP8 block-2	SENP6 block	Apaf1 inhib	SENP8 block-1	SENP1 FRET inh	A3G deaminase	SENP7 inh
61	COc1ccc(OC)c(NC(=O)CCN2CCN(c3ccccc3)CC2)c1	6	-5	-3	-4	16	2	-5	4
62	COCCNC(=O)c1ccc(-n2c(SCc3cccnc3)nc3ccccc3c2=O)cc1	-5	5	4	-5	12	1	-1	1
63	OCC1(CCc2ccccc2)CCCN(CCCC(F)(F)F)C1 (stereo unspecified)	5	0	-3	0	18	-4	-12	5
64	C[C@]12CCC(=O)C=C1CC[C@@H]1[C@@H]2[C@@H](O)C[C@]2(C=O)[C@@H](C(=O)CO)CC[C@@H]12	-15	-2	2	-2	9	-2	-4	-6
65	CC(=O)c1ccc(NCC(=O)N2CCN(S(=O)(=O)c3ccccc3)CC2)cc1	0	1	4	-1	-56	3	-7	6
66	CC(C)c1ccc(NS(=O)(=O)c2ccc(N3C(=O)CCC3=O)cc2)cc1	0	12	-26	6	17	-1	-9	1
67	CCn1ccnc1C(O)c1ccccc1OC (stereo unspecified)	5	-2	-22	-6	19	0	-2	-5
68	O=C(NCc1ccc(Cl)cc1)c1cc2c(s1)CS(=O)(=O)C2	-12	-6	-15	5	-2	-5	0	-13
69	Cc1nn(C)c(=O)n1-c1ccc(OCc2ccccc2)cc1	-2	41	74*	-3	20	3	-1	76*
70	Cc1cc(-c2cccs2)n[nH]1	5	-1	-10	-3	7	-2	-8	3
71	Cn1nnnc1NCc1ccc(Cl)cc1	1	3	4	-18	8	5	-3	2
72	COc1ccc(C2C(C(=O)N3CCN(c4ccccc4)CC3)c3ccccc3C(=O)N2C)cc1 (stereo unspecified)	-5	-5	0	11	-41	-13	-4	-1
73	COc1ccc(CN2CCC(n3nccc3NC(=O)CCCc3ccccc3)CC2)cc1C	11	-6	-15	23	11	-2	-8	8
74	Nc1nccnc1C(=O)N/N=C/c1ccco1	-2	-4	-2	-25	-36	0	-1	-4

# Screening results: PubChem, Sanford-Burnham Center for Chemical Genomics
